Compound activity as filed in PubChem.
TGFb inhibitor: blocks TGF-b signaling. HepG2 CAGA-GFP TGF-b/SMAD3 reporter, GFP fluorescence, 18 h; TGF-beta stimulated, 500 pg/mL final. Potency, µM (top dose mostly 46.1 µM), inactives show at the highest dose activity, negative = inhibition, most hits filed as inhibitors. 410,000 compounds, 1.2% hits. AID 588855; note: potency is the fitted concentration of half-maximal effect; % is set by controls: 0 for no effect and ±100 for the full control effect; nearly all actives have a fitted effect of over 65% in size
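Cell-based qHTS in HEPG2 carrying a CAGA-GFP Smad reporter; compounds added before 500 pg/mL final TGF-beta, 18 h incubation at 37 degrees C, GFP fluorescence quantified per cell by imaging cytometry.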
Abeta yeast res: restores growth of yeast expressing A-beta42 peptide | yeast expressing A-beta42, growth rescue, OD600, 48 h; response scale: 0% DMSO, 100% iron-clioquinol control | 410,000 compounds, 0.063% hits | Potency, µM (titrated, usually from 46.1 µM), without a hit: at the top dose growth rescue, most hits filed as activators; note: potency is the fitted concentration of half-maximal effect; nearly all actives have a fitted effect of over 55% in size
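Yeast growth medium received pinned compounds, then yeast cells expressing toxic A-beta were added; plates incubated at 30 C for 48 hr. Growth read as absorbance at 600 nm, normalized to DMSO and equimolar FeCl3 plus clioquinol controls.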
Akt phos inh: Akt phosphorylation inhibition; activity change, % for hits at 50 µM; 360,000 compounds, 0.32% hits; Neuro2A IGF-stimulated pAkt S473 HTRF, 20 min; active compounds read low; in the data active = activity change below about -80%; inconclusive = mostly about -51% to -80%; note: % is set by controls: 0 for no effect and ±100 for the full control effect
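Neuro2A cells (4,500/well, DMEM with 0.5% FBS) were treated with compound at a single 50 µM final concentration, stimulated with 6 nM IGF for 20 min at 37 °C, and lysed. Phospho-Akt Ser473 was read by HTRF as 665/615 ratio ×10^4.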
Nrf2 inh: inhibitors of Nrf2 signaling. A549 ARE-Fluc reporter, luciferase luminescence, 18-24 h. Potency, µM (highest dose often 46 µM), inactives show top-dose activity change, negative = inhibition, hits mostly inhibitors. 360,000 compounds, 2.1% hits. AID 504444; note: potency is the fitted concentration of half-maximal effect; % is set by controls: 0 for no effect and ±100 for the full control effect; nearly all actives have a fitted effect of over 60% in size
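Quantitative HTS in A549 cells stably bearing an antioxidant response element-firefly luciferase construct. Inhibition of Nrf2-driven transcription was scored by luminescence after 18-24 h of compound exposure at 37 °C.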
HepG2 tox: counter-screen for TGF-b inhibitors: cytotoxicity in HepG2 cells. HepG2 CAGA-GFP viability, ATP luminescence, 18 h. Potency, µM (doses to about 46.1 µM), inactives show at the highest dose activity change, negative = cytotoxicity, usual class: cytotoxic. 410,000 compounds, 0.76% hits. AID 588856; note: potency is the fitted concentration of half-maximal effect; some results filed as inactive show a strong effect at the top dose
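HepG2 CAGA-GFP cells (1000/well, DMEM with 1% FBS) received compound, then TGF-beta at 500 pg/mL final, and were incubated 18 hours at 37 degrees C. Viability was read by CellTiter-Glo luminescence. Media-only wells were set as complete cell-killing and DMSO as no toxicity.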
CCT chaperon mod: modulators of cytosolic chaperonin (CCT/TRiC) activity; purified chaperonin ATPase assay, HTRF ADP detection, 30 min; activity change, % (concentration not given with the values), hits read low; 360,000 compounds, 0.3% hits; in the data active = activity change below about -30%; note: % is set by controls: 0 for no effect and ±100 for the full control effect
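First, chaperonin was dispensed at 40 nM or 20 nM final depending on batch activity. Next, compounds were pinned at 76 uM and ATP added at 10 uM. After 30 min at 37 °C, ADP detection reagents ran 30 min at ambient temperature.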
A549 tox: kills or reduces viability of A549 cells in Nrf2 counter-screen. A549 ARE-Fluc cells, CellTiter-Fluor viability, 18-24 h. Potency, µM (doses to about 46 µM), inactives show at the top dose activity change, negative = cytotoxicity, hits mostly inhibitors. 390,000 compounds, 0.16% hits. AID 504648; note: potency is the fitted concentration of half-maximal effect; % is set by controls: 0 for no effect and ±100 for the full control effect
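Cytotoxicity counterscreen: CellTiter-Fluor fluorescence was measured in A549 ARE_Fluc cells after 18-24 h of compound exposure in a concentration series. The subsequent BugLite luminescent read reports ARE-luciferase activity.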
MmCpn inh: M. maripaludis TRiC chaperonin inhibition | purified Mm-Cpn ATPase, ADP Transcreener TR-FRET | 330,000 compounds, 0.031% hits | AID 504842 | Potency, µM (top dose mostly 76.9 µM), for inactives: at the highest dose activity, negative = inhibition, most hits filed as inhibitors; note: potency is the fitted concentration of half-maximal effect; % is set by controls: 0 for no effect and ±100 for the full control effect; nearly all actives have a fitted effect of over 80% in size
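Purified archaeal Mm-CPN (25nM final) preincubated 10 min at 37degC with compound, then 10uM ATP for 30 min at 37degC; ADP measured by HTRF Transcreener TR-FRET; buffer 30 mM TRIS pH 7.4, 100mM KCl, 5mM MgCl2, 1mM DTT.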
Nrf2 ARE act: Nrf2 pathway activation. AREc32 ARE-luciferase reporter (MCF7-derived line), luminescence, 24 h. Potency, µM (titrated, usually from 46.1 µM), for inactives: at the highest dose activation, hits mostly activators. 410,000 compounds, 0.31% hits. AID 624171; note: potency is the fitted concentration of half-maximal effect; % of control where 0% means no effect; nearly all actives have a fitted effect of over 65% in size
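Nrf2 activation is followed as ARE-luciferase induction in the AREc32 line after one day of compound treatment; luminescence is read with Steady-Glo.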
Active calls of the source: *; i = inactive; ? = inconclusive; / = not tested or not shown; [ ] = dose if it differs, or a comment. Unless noted, calls come from the whole dose curve; as a rule, active = well fitted curve in the direction sought with a large enough effect; inconclusive = small, poorly fitted or top-dose-only effect, or another doubt; inactive = no such curve, though single readings can be large; an effect the other way counts as inactive or inconclusive.

SMILES	TGFb inhibitor	Abeta yeast res	Akt phos inh	Nrf2 inh	HepG2 tox	CCT chaperon mod	A549 tox	MmCpn inh	Nrf2 ARE act
CCN1/C(=C2/SC(=S)NC2=O)Sc2ccccc21	13%	-7%	i	?	0%	1.4	-13%	-1%	-0.8%
Cc1cc2c3c(c1)C(C)CC(C)(C)N3C(=O)C2=C(C#N)C#N (stereo not given)	3%	-14%	i	-5%	-6%	0.3	-6%	0%	-0.5%
CCN(CC)CCNC(=O)c1ccc(Cn2c(SCc3ccccc3)nc3cccnc32)cc1	-4%	-19%	/	?	-49%	/	-13%	/	4.0%
CCC(CN(C)C)Oc1cc(NCc2ccccc2)c2ncn(C(C)C)c2c1 (stereo not given)	-14%	6%	i	-14%	-58%	1.5	?	-4%	-2.1%
O=c1ccc(-c2ccc([N+](=O)[O-])cc2)nn1-c1ccccc1	-13%	-12%	i	2%	-2%	-7.3	2%	1%	-0.2%
CC1CC(=O)Nc2ccccc2N1C(=O)CSc1nnnn1C (stereo not given)	-3%	-15%	i	18%	2%	-2.2	2%	-1%	-0.9%
COc1ccc(OC)c2sc(N(CCCN(C)C)C(=O)c3ccco3)nc12	?	-12%	/	?	-48%	/	5%	/	0.9%
COc1cc2c(cc1OC)n(CC(=O)Nc1ccc(C)cc1C)c(=O)n1nc(-c3ccccc3)nc21	-2%	-6%	/	-4%	2%	/	1%	/	-0.3%
Cc1cc(NN)nc(Cc2ccccc2)n1	0%	-53%[inhibitor]	i	3%	-8%	-0.8	3%	0%	-0.5%
c1ccc(C2C/C(=N\N3CCOCC3)c3ccccc3O2)cc1 (stereo not given)	?	5%	i	8%	-7%	-2.5	-3%	0%	1.5%[9.22 µM]
CCn1c(SCC(=O)Nc2cc(C)on2)nnc1-c1ccc(S(=O)(=O)N2CCN(C)CC2)cc1	?	-1%	i	29%	-1%	0.6	18%	-2%	-0.6%
CCC(=O)N1CCc2cc(Br)cc(S(=O)(=O)N3CCC(C(=O)Nc4ccccc4CC)CC3)c21	-5%	5%	/	-19%	6%	/	10%	/	0.0%
CCc1onc(C)c1C(=O)O	10%	9%	i	-8%	2%	3.5	-5%	1%	-0.2%
CSc1nsc(NN)n1	3%	11%	i	/	-6%	1.5	/	/	13%
COCCCn1c(=NC(=O)c2ccncc2)c(C#N)cc2c(=O)n3cccc(C)c3nc21	-15%	25%	i	-11%	8%	-0.5	15%	-4%	-0.2%
CC(C)N1C(=O)S/C(=C\c2ccc(-c3ccc(Cl)c(C(=O)O)c3)o2)C1=O	2%	-9%	i	?	13µM*	-0.3	?	0%	6.1%
CC(=O)c1cccc(NC2c3ccccc3C(=O)N2Cc2ccc3c(c2)OCO3)c1 (stereo not given)	-2%	-3%	i	-28%	-4%	1.4	5%	1%	1.0%
CCOP(=O)(c1ccc(N(C)C)cc1)C(O)c1cc(OC)c(OC)c(OC)c1 (stereo not given)	-7%	-21%	i	-22%	1%	0.7	-17%	-6%	0.4%
O=C(CSc1n[nH]c(=O)n1-c1ccccc1)N1CCOCC1	6%	-22%	i	-1%	6%	0.7	0%	1%	-1.8%
COc1cccc(-c2nc(S(=O)(=O)c3ccc(C)cc3)c(N3CCCCCC3)o2)c1	-24%	-24%	/	?	-14%	/	-12%	/	0.2%
CCOc1cccc(C(=O)Nc2cccc(-c3nc4ncccc4o3)c2C)c1	-1%	1%	i	?	-36%	-3.9	2%	3%	-0.9%
CC(C)OC(=O)Nc1ccc2c(c1)N(C(=O)CCN(C)C)c1ccccc1CC2	-9%	2%	i	2%	-21%	-0.6	-4%	1%	5.3%
CC(C(=O)NC1=NCCS1)N1C(=O)C2CC=CCC2C1=O (stereo not given)	0%	-2%	i	?	14%	1.8	5%	1%	-0.8%
Cc1cc(-c2n[nH]c(=S)n2/N=C/c2cccs2)n[nH]1	-5%	5%	i	-3%	-17%	-1.7	0%	-5%	0.3%
Cc1nccn1CC(O)COc1ccccc1 (stereo not given)	0%	9%	i	1%	-1%	-2.1	4%	2%	-0.7%
Cc1cccc(C(=O)Nc2sc3c(c2C(=O)O)CCC3)c1	-6%	-12%	i	?	-72%	1.5	?	0%	-0.4%
Cc1cnc(NCCc2ccccc2)s1	-2%	-8%	i	?	5%	-0.6	3%	1%	3.7%
COc1ccc(Cc2nc3ccc(C(=O)NC(C)c4cn(C)nc4C)cc3o2)cc1 (stereo not given)	-9%	16%	i	?	-4%	2.7	7%	2%	-0.1%
O=C(N/N=C/c1ccc2c(c1)OCO2)c1ccc(COCC(F)(F)C(F)F)cc1	-25%	1%	i	-28%	-19%	-1.4	-11%	1%	-0.4%
Cc1cc(C)cc(NC(=O)COC(=O)CNC(=O)C2CCCCC2)c1	-4%	7%	i	8%	2%	-2.0	3%	-3%	-1.0%
COc1cc2c(cc1OC)-c1nnc(C)n1C1(CCCC1)C2	3%	-19%	i	10%	-11%	-2.3	-1%	-3%	0.2%
Cc1ccc(N(C)S(=O)(=O)c2cccc(C(=O)OCC(=O)c3c(N)n(C)c(=O)n(C)c3=O)c2)cc1	?	0%	i	?	-13%	0.6	3%	1%	0.4%
COCCCNCC1C(Oc2ccc(Cl)cc2)C(=O)N1c1ccccc1C (stereo not given)	4%	1%	i	-7%	2%	0.1	-19%	1%	2.8%
Nc1ccc(S(=O)(=O)Nc2nccc(/C=C/c3ccc(Cl)cc3)n2)cc1	8%	-10%	i	6%	10%	1.5	0%	-1%	22%
CC(=O)N1CCN(c2ccc(NCc3ccc(C(C)C)cc3)cc2)CC1	-9%	5%	i	?	-8%	2.5	-17%	-1%	7.0%
O=C(CNC(=O)c1cccc(OC(F)F)c1)OCn1nnc2ccccc2c1=O	0%	-2%	i	0%	-4%	-5.9	2%	2%	-0.2%

In a second layout: results already given.
Values run as follows: TGFb inhibitor | Abeta yeast res | Akt phos inh | Nrf2 inh | HepG2 tox | CCT chaperon mod | A549 tox | MmCpn inh | Nrf2 ARE act
Cc1nccn1CC(O)COc1ccccc1 (stereo not given)
    0% | 9% | i | 1% | -1% | -2.1 | 4% | 2% | -0.7%
Cc1cccc(C(=O)Nc2sc3c(c2C(=O)O)CCC3)c1
    -6% | -12% | i | ? | -72% | 1.5 | ? | 0% | -0.4%
Cc1cnc(NCCc2ccccc2)s1
    -2% | -8% | i | ? | 5% | -0.6 | 3% | 1% | 3.7%
COc1ccc(Cc2nc3ccc(C(=O)NC(C)c4cn(C)nc4C)cc3o2)cc1 (stereo not given)
    -9% | 16% | i | ? | -4% | 2.7 | 7% | 2% | -0.1%
O=C(N/N=C/c1ccc2c(c1)OCO2)c1ccc(COCC(F)(F)C(F)F)cc1
    -25% | 1% | i | -28% | -19% | -1.4 | -11% | 1% | -0.4%
Cc1cc(C)cc(NC(=O)COC(=O)CNC(=O)C2CCCCC2)c1
    -4% | 7% | i | 8% | 2% | -2.0 | 3% | -3% | -1.0%
COc1cc2c(cc1OC)-c1nnc(C)n1C1(CCCC1)C2
    3% | -19% | i | 10% | -11% | -2.3 | -1% | -3% | 0.2%
Cc1ccc(N(C)S(=O)(=O)c2cccc(C(=O)OCC(=O)c3c(N)n(C)c(=O)n(C)c3=O)c2)cc1
    ? | 0% | i | ? | -13% | 0.6 | 3% | 1% | 0.4%
COCCCNCC1C(Oc2ccc(Cl)cc2)C(=O)N1c1ccccc1C (stereo not given)
    4% | 1% | i | -7% | 2% | 0.1 | -19% | 1% | 2.8%
Nc1ccc(S(=O)(=O)Nc2nccc(/C=C/c3ccc(Cl)cc3)n2)cc1
    8% | -10% | i | 6% | 10% | 1.5 | 0% | -1% | 22%
CC(=O)N1CCN(c2ccc(NCc3ccc(C(C)C)cc3)cc2)CC1
    -9% | 5% | i | ? | -8% | 2.5 | -17% | -1% | 7.0%

(list continues)
SMILES	TGFb inhibitor	Abeta yeast res	Akt phos inh	Nrf2 inh	HepG2 tox	CCT chaperon mod	A549 tox	MmCpn inh	Nrf2 ARE act
COc1ccc(OC)c(NC(=O)c2c(NC(=O)CCC(=O)O)sc3c2CCCCC3)c1	16%	-55%[inhibitor]	i	-25%	12%	-2.9	-3%	0%	3.2%
COc1ccc(CCNC(=O)CCc2c(C)nc3cc(-c4ccccc4OC)nn3c2C)c(OC)c1	?	5%	/	23µM*	-28%	/	-3%	/	0.2%
Cc1ccc(C)c(S(=O)(=O)N2CCN(C(=O)c3cncc(Br)c3)CC2)c1	?	-23%	i	-1%	-11%	0.7	-2%	1%	0.0%
CC1(C(=O)NS(=O)(=O)C2CC2)CCN(C(=O)C2(c3ccc(Cl)cc3)CCCC2)C1 (stereo not given)	-3%	-6%	i	/	3%	-0.8	/	/	-0.7%
